FECH block: inhibitors of human ferrochelatase, primary screen, biochemical, purified FECH, Ni-mesoporphyrin absorbance | 3.3% of 20,000 active | Ferrochelatase, mitochondrial (Homo sapiens), P22830 | calls only at 10 µM (by protocol) | Ni-mesoporphyrin absorbance 550 nm;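 active = enzyme reaction rate more than 3 SD below the solvent-only control wells on the same plate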;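 note: lower slope than DMSO wells means FECH inhibition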
Target sequence (P22830 whole entry, looked up): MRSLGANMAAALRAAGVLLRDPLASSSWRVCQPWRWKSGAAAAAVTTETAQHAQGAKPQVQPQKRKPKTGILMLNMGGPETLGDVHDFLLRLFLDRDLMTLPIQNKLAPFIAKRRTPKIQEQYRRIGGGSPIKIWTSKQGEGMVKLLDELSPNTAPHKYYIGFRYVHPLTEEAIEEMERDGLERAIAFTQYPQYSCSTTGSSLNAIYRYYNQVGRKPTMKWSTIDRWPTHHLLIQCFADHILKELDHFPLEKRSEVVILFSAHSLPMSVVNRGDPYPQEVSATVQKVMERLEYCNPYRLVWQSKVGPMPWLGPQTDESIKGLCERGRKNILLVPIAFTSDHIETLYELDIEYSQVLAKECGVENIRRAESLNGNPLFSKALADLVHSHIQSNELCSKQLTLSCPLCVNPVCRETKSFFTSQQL
Calls only; i = inactive; + = active, no number. A portion of the library (hit frequency here may not be typical).

#	Compound	FECH block
1	CC(C)C(NCc1nc(Cc2ccccc2F)no1)c1ncnn1C (configuration not stated)	i
2	COCc1nc2cccnc2n1C1CCN(S(=O)(=O)c2ccc(C)c(C)c2)CC1	i
3	CCc1[nH]c2c(CNc3cc(N4CCOCC4)ncn3)cc(C)cc2c1C	i
4	CCCc1c(C)nc2ncnn2c1Sc1ccc(NC(=O)c2ccccc2)cc1	i
5	CC(c1ccc(-c2ccc3nc(CO)[nH]c3c2)cc1)N1CCCCC1 (configuration not stated)	i
6	Cc1ccc(CNC(=O)N2CCN(c3cc(-c4cccc(C)c4)ncn3)CC2)cc1	i
7	CNC(=O)c1ccc(OC)c(-c2ccc3c(c2)OCCO3)c1	i
8	COc1ccc(CNC(=O)C2CCCN2C(=O)c2ccc(-c3noc(C)n3)cc2)cc1 (configuration not stated)	i
9	NC1(C(=O)NCC2CCN(Cc3nc4ccccc4[nH]3)CC2)CC1	i
10	Cc1nnnn1CCc1nc(C(C)C)nn1-c1ccccc1Cl	i
11	Cc1ccccc1Nc1nc(N2CCN(C)CC2)nc2c1cnn2-c1ccccc1	i
12	CCO[C@H]1COC[C@@H]1NC(=O)CCC(=O)NC1CCCCCCC1	i
13	Cc1ccccc1-c1nc2nc(CNc3ccc(Cl)cc3)cc(=O)n2[nH]1	+
14	Cc1ccc(SCCN(C)C(=O)CCc2cc(=O)[nH]o2)cc1	i
15	CCNc1ncc(C(=O)N2CCOc3ccc(Cl)cc3C2)cn1	i
16	CCc1c(C)nn(CC(=O)N2CCC(c3nn(C)c(=O)n3CC)CC2)c1C	i
17	COc1ccc(-c2cc(N3CCN(C(=O)Nc4ccccc4Cl)CC3)ncn2)cc1	i
18	CN(Cc1nncn1C)c1ccc(C(=O)N2CCC(Cn3cccn3)CC2)cn1	i
19	Cc1ccc(Nc2cc(C)nc(N3CCN(S(=O)(=O)c4c(C)cc(C)cc4C)CC3)n2)cc1	i
20	COc1cc(NC(=O)CSCc2nc(-c3ccccc3)no2)cc(OC)c1	i
21	Cc1cc(C)c(NC(=O)CN2CCCN(Cc3ccc(Cl)cc3)S2(=O)=O)c(C)c1	i
22	Cc1cc(C)nc(CCNC(=O)c2cccc(CC3CCNCC3)c2)n1	i
23	CSc1ccc(CN(C(=O)CN2C(=O)NC(=O)C2(C)C)C2CC2)cc1	i
24	O=C1CC2(CCN(S(=O)(=O)c3ccc(-n4cccn4)cc3)CC2)CN1	i
25	COc1ccc(F)c(F)c1CN1CCN(Cc2ncccc2C)CC1	i
26	Cc1ccc2[nH]c(C(=O)N3CC[C@@H](c4ccc(F)cc4)[C@H](O)C3)cc2c1	i
27	COc1ccccc1CNC(=O)c1[nH]cnc1C(=O)NCC(C)(C)C	i
28	COc1cc2c(=O)n(Cc3ccc(C(=O)NC4CCCC4)cc3)c(=O)n(CC(N)=O)c2cc1OC	i
29	Cc1cc(Nc2ccc(OC(=O)c3ccco3)cc2)n2nc(-c3cccnc3)nc2n1	+
30	Cc1nc(N)ncc1C(=O)N1CCC2(CCCN(C)CC2)CC1	i
31	CCOC(=O)N1CCC(NCCSc2ncn[nH]2)CC1	i
32	CCc1cnc(C)nc1N1CCN(Cc2cn[nH]c2-c2ccccc2)CC1	i
33	CCc1ccc(S(=O)(=O)N2CCN(c3cc(-c4cccc(OC)c4)ncn3)CC2)cc1	i
34	COc1ccc(OC)c(S(=O)(=O)N2CCN(c3nc(C)cc(N4CCCCC4)n3)CC2)c1	i
35	CCC(=O)Nc1ccc(OCC(=O)NCc2cn3c(n2)SCC3)cc1	i
36	CCOc1ccc(-c2nccn2CC2CCOCC2)cc1	i
37	O=C(N[C@@H]1c2ccccc2C2(CCNCC2)[C@H]1O)c1cccc(-n2cccn2)c1	i
38	Cc1c(NCc2ccccn2)cccc1C(=O)Nc1cnc2n1CCCC2	i
39	Cc1nc(N2CCOCC2)c2c(C(=O)Nc3ccc(S(N)(=O)=O)cc3)c(C)oc2n1	i
40	COc1ccc(-c2cc(C(=O)Nc3cccc(C)c3C)[nH]n2)cc1S(N)(=O)=O	i
41	c1ccc(-c2ncn(Cc3noc(C4CCCO4)n3)c2-c2ccsc2)cc1 (configuration not stated)	i
42	N[C@@H]1c2ccccc2C2(CCN(C(=O)CCn3cc(Cl)cn3)CC2)[C@H]1O	i
43	CSc1ccc2cc(CN(C)Cc3ccncc3C)c(=O)[nH]c2c1	i
44	CCc1nc(C)c(C(=O)Nc2cc(C(=O)N(CC)CC)ccc2Cl)o1	i
45	CCC(C(=O)N(Cc1nc2nc(C)cc(C)n2n1)c1ccc(Cl)cc1)c1ccccc1 (configuration not stated)	i
46	CC(=O)Nc1c2n(c3ccc(F)cc13)CC(C)(C(=O)NC1CCCCC1)N(C1CCCC1)C2=O (configuration not stated)	i
47	O=S(=O)(NCCn1c(C(F)(F)F)nc2cccnc21)c1ccc(Cl)cc1	i
48	CCOC(=O)N1CCC(NCCn2c(C)cc(C)nc2=O)CC1	i
49	CN(C)CC1(O)CCCN(C(=O)c2ccccc2N2CCCC2)CC1 (configuration not stated)	i
50	O=C(c1csc(S(=O)(=O)N2CCN(c3cccc(Cl)c3)CC2)c1)N1CCCCC1	i

Among those listed so far, 2 contain a thiophene ring, fused or not.
#	Compound	FECH block
41	c1ccc(-c2ncn(Cc3noc(C4CCCO4)n3)c2-c2ccsc2)cc1 (configuration not stated)	i
50	O=C(c1csc(S(=O)(=O)N2CCN(c3cccc(Cl)c3)CC2)c1)N1CCCCC1	i

(more compounds)
#	Compound	FECH block
51	CCc1cc(Sc2ccccc2NC(=O)Cc2ccc(C)cc2)n2nc(C)nc2n1	i
52	CCc1cc(Sc2ccc(NC(=O)Nc3ccc(Cl)cc3)cc2)n2ncnc2n1	+
53	Cc1ccc(C(C)Cc2c(-c3ccccc3)ncn2CCc2cnccn2)o1 (configuration not stated)	i
54	NC(=O)COc1cccc(-c2ccccc2OC(F)(F)F)c1	i
55	CC1=NOC(C(=O)NCCCc2nc3ccccc3s2)C1 (configuration not stated)	i
56	Cc1ccc(CN2CCCN(CC(=O)NCc3ccc(F)cc3)S2(=O)=O)cc1	i
57	CSc1nc(NC2CCCCC2C)c(C#N)c(-c2ccc(C)cc2)n1 (configuration not stated)	i
58	Cc1ccc(N(C)S(=O)(=O)c2ccc3c(c2)CCN3C(=O)CCC(=O)N2CCOCC2)cc1	i
59	Cc1ccc2[nH]c(=O)c(CN(C)CCCc3nccn3C)cc2c1	i
60	O=C(CN1CCCC(Nc2ccc3c(c2)OCCO3)C1)Nc1nccs1 (configuration not stated)	i
61	Cc1cc(N2CCCC2)nc(N2CCN(S(=O)(=O)c3ccccc3Cl)CC2)n1	i
62	COc1ccc(N2C(=O)CCS2(=O)=O)cc1S(=O)(=O)Nc1ccc(Br)cc1	i
63	CN(Cc1cn[nH]c1-c1ccc(F)cc1)CC1CC(=O)N(C2CCCC2)C1 (configuration not stated)	i
64	O=C(NCc1cccnc1)c1nc(N2CCOCC2)c2oc3ccccc3c2n1	i
65	COc1cc(C)c(S(=O)(=O)N2CCN(c3nc(C)cc(Nc4ccc(C)cc4)n3)CC2)cc1C	i
66	CNS(=O)(=O)c1ccc(CN(Cc2ccncc2)Cc2ccc(F)cc2)cc1	i
67	CN(CC1CCCCO1)C(=O)c1ccc(CN2CCCC2)o1 (configuration not stated)	i
68	Cc1ncccc1C(=O)N1CCc2c(c(C(=O)O)nn2C)C1	i
69	COc1ccc(C2C=C(c3ccccc3)Nc3nc(NS(=O)(=O)c4ccc(C)cc4)nn32)cc1 (configuration not stated)	i
70	Cc1cc(NC(=O)c2c(F)cccc2Cl)n(-c2ncnc3c2cnn3-c2ccc(F)cc2)n1	i
71	CC1CSc2ccc(S(=O)(=O)CCC(=O)Nc3ccc(S(N)(=O)=O)cc3)cc2NC1=O (configuration not stated)	i
72	CC(C)N1CCc2c(sc(NC(=O)c3ccco3)c2-c2nc3ccccc3s2)C1	i
73	CCOc1ccc(Nc2nc(N(CC)CC)nc3c2cnn3-c2ccccc2)cc1	i
74	O=C1CN(Cc2c(F)cccc2Cl)S(=O)(=O)c2ccccc2N1Cc1ccc(Cl)cc1	i
75	Cc1ccc(Nc2nc(N3CCC(Cc4ccccc4)CC3)nc3c2cnn3-c2ccccc2)cc1	i

Three neighbouring compounds from above, quoted:
#	Compound	FECH block
64	O=C(NCc1cccnc1)c1nc(N2CCOCC2)c2oc3ccccc3c2n1	i
65	COc1cc(C)c(S(=O)(=O)N2CCN(c3nc(C)cc(Nc4ccc(C)cc4)n3)CC2)cc1C	i
66	CNS(=O)(=O)c1ccc(CN(Cc2ccncc2)Cc2ccc(F)cc2)cc1	i

3 structures out of the list, arranged by heavy-atom count, low to high.
#	Compound	FECH block
9	NC1(C(=O)NCC2CCN(Cc3nc4ccccc4[nH]3)CC2)CC1	i
71	CC1CSc2ccc(S(=O)(=O)CCC(=O)Nc3ccc(S(N)(=O)=O)cc3)cc2NC1=O (configuration not stated)	i
75	Cc1ccc(Nc2nc(N3CCC(Cc4ccccc4)CC3)nc3c2cnn3-c2ccccc2)cc1	i

Next section:
#	Compound	FECH block
76	Cc1nc2nc(C)c(NC(=O)Nc3cccc(C(F)(F)F)c3)c(=O)n2[nH]1	i
77	CC(C)n1cnc2nc(CSc3ccccc3NC(=O)c3ccc(Br)cc3)cc(=O)n21	i
78	Cc1ccccc1CN1CC(=O)N(Cc2ccccc2)c2ccccc2S1(=O)=O	i
79	CN(C)c1cc(N2CCCC(Cc3ccccc3F)(C(=O)O)C2)ncn1 (configuration not stated)	i
80	O=C(O)c1cccnc1CN1CCN(C/C=C/c2ccccc2)CC1	i
81	CC(C)(O)C#Cc1ccc(CN2CCC(c3ccncc3)CC2)s1	i
82	O=C(CCN1CCCO1)N1CCOc2c(O)cc(-c3cccnc3)cc2C1	i
83	Cc1ccc(-c2cn[nH]c2C2CCCN(C(=O)c3c[nH]c(=O)cn3)C2)cc1 (configuration not stated)	i
84	CCC(=O)Nc1ccccc1-c1nnc(SC(C)C(=O)Nc2cc(OC)cc(OC)c2)[nH]c1=O (configuration not stated)	i
85	CC(C)(C)C(=O)Nc1ccc(NC(=O)c2cnc[nH]2)cc1Cl	i
86	COC(=O)c1c(NC(=O)C(C)(C)C)sc2c1CCN(Cc1ccccc1)C2	i
87	COc1ccc(S(=O)(=O)NCc2nc3cccnc3n2Cc2ccccc2Cl)cc1	i
88	COCC(c1ccccn1)N(C)CC(=O)Nc1ccc(C)c(C)c1 (configuration not stated)	i
89	O=C1NCC2(CCCN(Cc3nc(-c4ccco4)no3)CC2)O1 (configuration not stated)	i
90	O=C(NC1CC1)c1cc2n(n1)CCN(C(=O)c1cccc3c1NCCC3)C2	i
91	COc1cc(C(=O)Nc2cccc(OCc3cc(=O)n4ccc(C)cc4n3)c2)cc(OC)c1OC	i
92	Cc1nc2c(c(NCCc3csc(-c4cccnc4)n3)n1)CCNC2	i
93	c1ccc(-c2nc[nH]c2-c2ccnc3ccccc23)cc1	i
94	O=C(NCC1CCCCO1)c1cc(COc2c(F)cccc2F)on1 (configuration not stated)	i
95	CCCN(CCC)c1ncc(NS(=O)(=O)c2cc(F)ccc2C)cc1C(=O)O	i
96	Cc1ccc(C)c2c1NC(=O)C2CC(=O)NCc1ccc2c(c1)OCO2 (configuration not stated)	i
97	Cc1nc2sccn2c1C(=O)N(C)Cc1cn[nH]c1-c1ccccc1	i
98	COc1ccc(N(Cc2nc3nc(C)c(Cl)c(C)n3n2)C(=O)c2ccccc2)cc1	i
99	O=C(NCc1ccccn1)c1nc[nH]c1C(=O)NCc1ccccn1	+
100	CCOc1cccc(OCCN2CCC(C(=O)NC)C2)c1 (configuration not stated)	i
101	CN(Cc1cccc(C(=O)Nc2nccs2)c1)Cc1cnccn1	+
102	COc1ccc(CC(=O)NCCn2c(CCc3ccccc3)nc3cccnc32)c(Cl)c1	i
103	Cc1ccc(C2=CC(c3c(F)cccc3Cl)n3nc(NC(=O)c4ccc(Cl)cc4)nc3N2)cc1 (configuration not stated)	i
104	Cc1cc(=O)c(C(=O)N2CCOC(c3ccc(Cl)c(Cl)c3)C2)c(C)[nH]1 (configuration not stated)	i
105	CCCc1ccc(S(=O)(=O)NCc2nc3cccnc3n2Cc2ccc(F)cc2)cc1	i
106	CN(Cc1nc(C2CC2)no1)C(=O)[C@@]12CC[C@@](C)(OC1=O)C2(C)C	i
107	COc1ccc(-c2c(C)n[nH]c2C)cn1	i
108	CC(=O)N(C)C1CCN(c2cc(C)c3ccc(Cl)cc3n2)C1 (configuration not stated)	i
109	Cc1ccc(-c2cc(O)c3c(c2)CN(C(=O)C(C)N2CCCC2=O)CCO3)cc1 (configuration not stated)	i
110	Oc1cccc(-c2ccc(NC3CCCC3)nn2)c1	i
111	CCOc1ccc(-c2nc(CSc3nc(C)c(CC)c(=O)[nH]3)c(C)o2)cc1	i
112	CCCCN(Cc1nc2nc(C)cc(C)n2n1)C(=O)c1ccc(F)cc1	i
113	Cn1c(=O)n(Cc2ccc(F)cc2)c(=O)c2cnc(-c3ccc(Cl)cc3)nc21	i
114	COc1ccccc1CNC(=O)c1[nH]cnc1C(=O)NC1CCCc2ccccc21 (configuration not stated)	+
115	CC(C)Cc1ccc(S(=O)(=O)NCc2nc3cccnc3n2C)cc1	i
116	CN(Cc1nc(-c2cccnc2)no1)CC(C)(C)N1CCOCC1	i
117	CC(=O)c1cc(CN(C)Cc2cc(C(C)(C)C)n[nH]2)cs1	i
118	NS(=O)(=O)c1ccc(NC(=O)C2Cc3ccccc3N2C(=O)c2ccccc2)cc1 (configuration not stated)	i
119	CCCC(NC(=O)c1csc(C(C)=O)c1)c1ccccc1 (configuration not stated)	i
120	COc1ccc(NC(=O)C2CCN(c3ccc(-c4cccc(C)c4)nn3)CC2)c(OC)c1	i
121	Cc1ccsc1CN(Cc1ccccn1)C(=O)CN1CCCCCC1=O	i
122	O=S(=O)(c1cccs1)N1CCN(Cc2nc3cccnc3n2-c2cccc(F)c2)CC1	i
123	CCn1ncc(CN(C)c2cc(C(C)C)nc(C)n2)c1C	i
124	CCS(=O)(=O)N1CCN(C(=O)C2CCCN(Cc3ccco3)C2)CC1 (configuration not stated)	i
